D2 antagonist – D2 dopamine receptor (human) antagonism. P14416. HEK293 TREx D2 cells, calcium flux, dopamine EC80. inhibition, % at 10 µM. 340,000 compounds, 2% hits. AID 485344; in the data active means inhibition above about 30%; further: 0% is about no effect
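Measurement of antagonist activity uses fluorescent calcium dye in inducible HEK293 T-REx D2 cells: 10 s baseline, compound addition with 180 s read, EC80 dopamine addition with a further 180 s read.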
D1 antag – human D1 dopamine receptor antagonism; 360,000 compounds, 3.2% hits; activity change, negative = inhibition, % at 10 µM; HEK293 TREx D1 cells, calcium flux, dopamine EC80; active compounds read low; in the data active means activity change below about -30%; further: on the % scale 0 is the no-effect control and ±100 the full control effect
Target sequence (P21728 whole entry, looked up): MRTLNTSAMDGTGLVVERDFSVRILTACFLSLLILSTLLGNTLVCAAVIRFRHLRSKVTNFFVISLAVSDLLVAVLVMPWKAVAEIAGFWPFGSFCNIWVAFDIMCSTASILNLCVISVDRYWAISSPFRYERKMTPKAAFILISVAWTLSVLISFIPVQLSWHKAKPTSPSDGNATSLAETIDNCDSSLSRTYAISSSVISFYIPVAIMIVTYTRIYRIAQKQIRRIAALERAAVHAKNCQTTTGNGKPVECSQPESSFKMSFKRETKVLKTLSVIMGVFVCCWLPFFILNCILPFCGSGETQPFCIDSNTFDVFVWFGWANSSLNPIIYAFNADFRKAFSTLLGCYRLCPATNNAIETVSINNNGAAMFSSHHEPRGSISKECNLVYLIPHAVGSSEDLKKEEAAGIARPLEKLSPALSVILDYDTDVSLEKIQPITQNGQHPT
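After overnight tetracycline induction at 30 C, force-coupled D1 HEK293 cells took up a no-wash calcium dye at room temperature. Compounds were added and monitored 180 s, and the response to EC80 dopamine was then recorded.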
TRHR ag – activates the human TRH receptor | activation, % at 2 µM | P34981 | TRHR cells, calcium flux fluo-8, FDSS agonist mode | 360,000 compounds, 0.18% hits; further: 0% is about no effect
Target sequence (P34981 whole entry, looked up): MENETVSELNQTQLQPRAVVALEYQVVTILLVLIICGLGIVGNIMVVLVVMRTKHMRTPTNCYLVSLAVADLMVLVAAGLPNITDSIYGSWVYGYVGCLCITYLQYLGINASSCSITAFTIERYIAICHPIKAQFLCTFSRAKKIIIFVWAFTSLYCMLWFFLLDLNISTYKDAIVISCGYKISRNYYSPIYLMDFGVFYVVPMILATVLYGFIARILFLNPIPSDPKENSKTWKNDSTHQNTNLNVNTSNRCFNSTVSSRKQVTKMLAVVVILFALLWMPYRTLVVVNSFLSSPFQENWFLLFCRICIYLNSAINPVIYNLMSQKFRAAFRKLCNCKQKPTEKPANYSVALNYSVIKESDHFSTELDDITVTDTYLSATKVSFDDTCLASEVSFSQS
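TRHR-expressing cells, plated overnight in medium with 10% serum, were loaded with fluo-8 calcium dye at room temperature. After a 10 s baseline, library compound was pin-added and calcium release was recorded kinetically (ex 480/em 530) as agonist response.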
D2 agonist – D2 dopamine receptor (human) agonism; P14416; HEK293 T-REx D2 cells, calcium flux agonist mode; activation, % at 2 µM; 340,000 compounds, 0.53% hits; AID 485358;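 active means activation over 3 SD above normal in the single-dose calcium agonist read, cut at about 30% in these data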; further: 0% is about no effect
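Agonism is scored from calcium flux in a force-coupled, inducible HEK293 cell line expressing D2, read kinetically for 180 s after compound addition against dopamine controls.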
D2 PAM – positive allosteric modulators of human D2 dopamine receptor; P14416; HEK293 T-REx D2, calcium flux, EC20 dopamine potentiation; potentiation, % at 10 µM; 340,000 compounds, 0.34% hits; AID 485347;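 active means potentiation over 3 SD above the plate norm, cut at about 30% in these data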; further: 0% is about no effect
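Tetracycline-induced HEK293 T-REx cells force-coupled to calcium signalling expressed D2; compounds were pin-added after a 10 s baseline, read kinetically 180 s, then an EC20 dopamine challenge followed with a further 180 s calcium read.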
D1 potentiator – potentiators of human D1 dopamine receptor; HEK293 TREx D1 cells, calcium flux, dopamine EC20 potentiation; 360,000 compounds, 0.036% hits; P21728; potentiation, % at 10 µM; in the data active means potentiation above about 30%; further: 0% is about no effect
TRHR PAM – allosterically enhances the human TRH receptor | P34981 | AID 493056 | 360,000 compounds, 0.66% hits | enhancement, % at 2 µM | TRHR cells, fluo-8 calcium fluorescence, EC20 TRH enhancement; in the data active means enhancement above about 30%; further: 0% is about no effect
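TRHR-expressing cells loaded with fluo-8 calcium dye were read kinetically (ex 480/em 530) during compound addition, then stimulated with an EC20 of TRH (10 nM final). Enhancement of the Gq-mediated intracellular calcium response was scored.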
D1 agonist – human D1 receptor agonism; HEK293 T-REx D1 cells, calcium flux, agonist mode; activation, % at 2 µM; 360,000 compounds, 1% hits; AID 504660; further: 0% is about no effect
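Tetracycline-induced HEK293 TREx D1 cells, force-coupled to calcium signalling, were dye-loaded with a no-wash calcium kit. Compound was pin-added after a 10 s baseline. Fluorescence was read kinetically at 1 cycle/s for 180 s, with calcium rises flagged as agonism.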
RXFP1 antag – antagonists of human relaxin receptor RXFP1 | activity change, negative = inhibition, % at 57.5 µM | 350,000 compounds, 0.59% hits | Q9HBX9 | AID 1259400 | HEK293-RXFP1, relaxin-stimulated cAMP HTRF, 30 min; active compounds read low;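 active means activity change of -60% or lower, but not beyond a set lower limit; inconclusive means change between -60% and -40%, or beyond the set limit; inactive means change above -40%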; further: on the % scale 0 is the no-effect control and ±100 the full control effect
The depositor's hits bear a star; ? = inconclusive; / = no result given; & = joins results of further samples. Unless noted, no stated cut-off is given here; in the data, active means activation above about 30%; inactive means the rest.

#	compound	D2 antagonist	D1 antag	TRHR ag	D2 agonist	D2 PAM
1	CCCOc1ccc(C(=O)NNC(=S)NC(=O)c2ccccc2[N+](=O)[O-])cc1	-2.7	-18.0	-0.8	1.5	15.8
2	CCOC(=O)c1cnc(-n2nc(C)cc2C)nc1NNc1nc(C)cc(C)n1	-2.0	-4.5	-1.3	0.0	-4.1
3	CC(C)Cn1c(O)c(N=NC(=O)c2cccc(S(=O)(=O)N3CCCCC3)c2)c2ccccc21	-4.7	2.1	0.3	-0.9	14.8
4	CC1CC(C)(C)NC(=S)N1CCCC(=O)Nc1ccc(Cl)cc1 (stereo unspecified)	8.2	-29.9	-0.8	0.1	0.9
5	OCC[C@H]1C[C@H](O)[C@@H](O)[C@@]2(CCc3ccccc3O2)O1	14.2	6.1	1.0	0.4	2.2
6	COC(=O)c1sc(NC(=O)CSc2n[nH]c(N)n2)c(C(=O)OC)c1C	2.6	0.4	0.7	0.0	3.6
7	Cc1ccc(NC(=O)CCNS(=O)(=O)c2ccc(Br)s2)cc1	9.3	7.4&6.0	-1.4&-1.1	-2.7&-1.4	22.1&-5.6
8	CN(C(=O)COC(=O)CSc1ccc(C(N)=O)cc1[N+](=O)[O-])C1CCS(=O)(=O)C1 (stereo unspecified)	13.8	25.3	0.5	-0.4	-6.3
9	Cc1cc(O)c(C(=O)/C=C/c2ccccc2)c(=O)o1	14.8	2.2	3.5	2.1	7.7
10	O=[N+]([O-])c1ccc(N=Nc2c(O)[nH]c3ccc(F)cc23)cc1	4.6	-16.2	3.6	1.4	0.3
11	CC1CCCN(C(=O)Nc2cccc(NC(=O)N3CCCC(C)C3C)c2)C1C (stereo unspecified)	-15.1	0.1	0.2	-0.1	13.7
12	O=C(Nc1cccc(-c2cccc(Cl)c2)c1)C1CCN(Cc2ccccn2)CC1	-13.1	2.4	1.6	0.5	-16.8

#	D1 potentiator	TRHR PAM	D1 agonist	RXFP1 antag
1	-13.7	1.4	0.5	-36.1
2	-1.1	-4.5	4.5	1.0
3	6.2	-4.4	-0.9	/
4	-5.7	-4.7	-0.6	13.1
5	-4.6	4.0	1.9	/
6	-0.9	-1.2	2.7	1.8
7	5.9&-0.6	4.3&-2.7	0.0&3.9	1.8
8	-1.0	0.4	3.4	-16.1
9	-2.9	-3.2	3.6	-12.6
10	-1.6	2.0	3.6	2.2
11	0.0	11.0	0.2	2.4
12	-14.4	-0.1	22.3	-12.0

In another format: 2 of the compounds above.
The line under a structure holds: D2 antagonist	D1 antag	TRHR ag	D2 agonist	D2 PAM	D1 potentiator	TRHR PAM	D1 agonist	RXFP1 antag
[8] CN(C(=O)COC(=O)CSc1ccc(C(N)=O)cc1[N+](=O)[O-])C1CCS(=O)(=O)C1 (stereo unspecified)
→ 13.8	25.3	0.5	-0.4	-6.3	-1.0	0.4	3.4	-16.1
[9] Cc1cc(O)c(C(=O)/C=C/c2ccccc2)c(=O)o1
→ 14.8	2.2	3.5	2.1	7.7	-2.9	-3.2	3.6	-12.6

More results
#	compound	D2 antagonist	D1 antag	TRHR ag	D2 agonist	D2 PAM
13	Cc1nn(-c2ccccc2)c(C)c1NC(=O)COc1ccc(C#N)cc1	/	-0.9	-0.2	/	/
14	Oc1ccc(Br)cc1/C=N/n1c(-c2ccccc2)n[nH]c1=S	2.4	-14.2	0.3	-1.0	11.3
15	CCn1nc(NC(=O)c2ccccc2)c2cc3cccc(C)c3nc21	/	2.2	-0.1	/	4.2
16	COc1ccc(OC)c(S(=O)(=O)n2cnc3cc(C)c(C)cc32)c1	-1.6	17.1	-0.1	-0.2	-0.8
17	CC(C)CC(=O)NC(NC(=O)CC(C)C)c1cccc([N+](=O)[O-])c1	11.6	-25.4	0.1	0.7	-9.9
18	COC(=O)c1c(NC(=S)NNS(=O)(=O)c2ccc(OC)cc2OC)sc2c1CCCCCC2	-2.1	-14.6	-0.3	0.4	-21.4
19	O=C(O)c1ccc(-c2noc(-c3ccccc3F)n2)cc1	/	-18.2	0.5	/	/
20	COc1cc(C)c(-c2[nH]ncc2-c2csc(C)n2)c(O)c1	/	9.4	1.9	/	/
21	O=C(CCS(=O)(=O)Cc1ccccc1)N1CCN(c2ccc([N+](=O)[O-])cc2)CC1	-4.5	-12.8	0.5	-0.5	2.8
22	COC(=O)Cc1c(C)c2ccc(OC3CCCCC3=O)c(C)c2oc1=O (stereo unspecified)	3.4	4.4	-0.4	0.0	6.4
23	CCc1c(C2(O)CCCCC2)[nH]c2ncccc12	2.6	/	-0.5	9.2	-34.2
24	O=C(Nc1c(-c2ccccc2)nc2sccn12)c1ccccc1	-2.2	26.3	-0.5	-0.3	-0.9

#	D1 potentiator	TRHR PAM	D1 agonist	RXFP1 antag
13	-4.5	-5.1	1.2	-4.7
14	1.4	-8.9	1.8	-10.2
15	-6.0	1.2	0.4	-20.5
16	4.2	-14.9	7.9	-10.5
17	1.1	-3.1	-0.8	-5.0
18	-6.3	3.0	0.7	?
19	4.9	-5.6	4.7	/
20	-6.6	-2.1	15.0	-8.8
21	-3.8	-1.6	6.5	9.1
22	-2.0	-1.6	9.9	-7.8
23	2.3	-2.7	-2.7	/
24	-0.3	-2.5	1.4	-7.4

The results go on.
#	compound	D2 antagonist	D1 antag	TRHR ag	D2 agonist	D2 PAM
25	COc1cc(C)ccc1OCCSc1nc2ccc(NC(C)=O)cc2s1	/	0.4	-1.8	-0.6	7.6
26	CCc1ccc(OC(C)c2nnc(SCC(=O)Nc3ncccc3C)n2C)cc1 (stereo unspecified)	-13.5	-2.2	-0.2	-0.2	-5.4
27	Cn1c(=O)c(=O)n(C)c2cc(C(=O)NCc3ccccc3Cl)ccc21	/	3.3	0.5	-0.1	-3.1
28	CC(=O)Nc1cccc(NC(=O)CCN2C(=O)c3ccccc3S2(=O)=O)c1	-28.4	12.2	-0.1	0.1	5.0
29	O=C(CN1CCN(Cc2ccc(Cl)cc2)CC1)N/N=C/c1cccs1	-6.8	5.9	-0.1	0.6	-20.4
30	CC(C)(C)Nc1nc(Oc2ccc(=O)n(-c3ccccc3)n2)nc(N2CCOCC2)n1	9.6	-13.4	-0.6	0.2	14.7
31	COC(=O)c1ccc(Cn2nnc3c(=O)[nH]c(C4CCCN(S(=O)(=O)c5cccc(Cl)c5)C4)nc32)cc1 (stereo unspecified)	1.4	-10.3&5.2	0.3&-0.3	0.1	-1.9&6.5
32	CCc1cc2c(=O)n(-c3ccccc3)cnc2s1	6.9	15.3	-0.1	0.0	14.5
33	N#CCCn1cc(C(=O)Nc2ccccc2Br)c(-c2cc3ccccc3o2)n1	/	-17.6	0.2	/	/
34	Cc1cccc(NCc2ccccc2O)n1	-8.3	17.8	0.0	-0.4	10.2
35	COc1ccc(-c2cc(CCCC(=O)NCCc3ccc(OC)cc3OC)no2)cc1	-7.5	-44.4*	3.3	-0.3	10.1
36	CC1CCCC(NC(=O)COC(=O)CCSc2ccccc2)C1C (stereo unspecified)	-9.2	-15.8	-0.1	-0.5	-1.0

#	D1 potentiator	TRHR PAM	D1 agonist	RXFP1 antag
25	1.8	-3.5	0.7	/
26	-1.6	-2.5	4.1	5.0
27	-2.6	13.4	1.0	-13.1
28	-4.6	-0.6	2.1	-1.3
29	1.4	5.7	-0.1	-2.8
30	-5.1	-7.9	1.7	0.8
31	-1.3&0.2	4.4&-4.9	1.1&3.8	-8.0&-3.0
32	-3.6	-0.1	0.4	-15.2
33	3.7	5.9	10.5	-0.5
34	4.7	10.4	-1.6	0.5
35	-8.0	-15.0	21.3	-6.2
36	-1.7	-0.6	-0.2	-36.4

4 of the entries above in order of their number in D1 potentiator, ascending:
| entry | Molecule | D2 antagonist | D1 antag | TRHR ag | D2 PAM | D1 potentiator | TRHR PAM | D1 agonist | RXFP1 antag |
| --- | --- | --- | --- | --- | --- | --- | --- | --- | --- |
| 28 | CC(=O)Nc1cccc(NC(=O)CCN2C(=O)c3ccccc3S2(=O)=O)c1 | -28.4 | 12.2 | -0.1 | 5.0 | -4.6 | -0.6 | 2.1 | -1.3 |
| 36 | CC1CCCC(NC(=O)COC(=O)CCSc2ccccc2)C1C (stereo unspecified) | -9.2 | -15.8 | -0.1 | -1.0 | -1.7 | -0.6 | -0.2 | -36.4 |
| 33 | N#CCCn1cc(C(=O)Nc2ccccc2Br)c(-c2cc3ccccc3o2)n1 | / | -17.6 | 0.2 | / | 3.7 | 5.9 | 10.5 | -0.5 |
| 34 | Cc1cccc(NCc2ccccc2O)n1 | -8.3 | 17.8 | 0.0 | 10.2 | 4.7 | 10.4 | -1.6 | 0.5 |

Continuation.
#	compound	D2 antagonist	D1 antag	TRHR ag	D2 agonist	D2 PAM
37	COc1ccc(S(=O)(=O)NCc2ccccn2)cc1NC(=O)c1ccccc1F	-11.9	5.5	-1.4	-1.1	1.1
38	Cc1ccc2c(c1)N(C(=O)CCC(=O)N1CCN(c3cccc(C)c3C)CC1)CCO2	-8.3	-1.5	0.0	-0.5	1.1
39	Cc1ccccc1N1CCN(CCCN2C(=O)CC(=C(c3ccccc3)c3ccccc3)C2=O)CC1	/	-3.4	0.1	/	/
40	CCCC(=O)C1C(=O)CC(C)(C)C(c2cc(C)no2)C1=O (stereo unspecified)	-0.7	-0.4	0.2	0.7	4.1
41	O=C(COC(=O)CNC(=O)c1ccccc1F)NCCC1=CCCCC1	-2.9	-26.5	0.2	-0.3	0.6
42	Cc1ccc(-c2cc(C(=O)NCc3ccccc3Cl)c3ccccc3n2)cc1C	/	7.2	0.2	0.5	8.1
43	CCN=C1S/C(=C\c2cn(CC(=O)NCc3ccco3)c3ccccc23)C(=O)N1CC	-4.5	-11.7	0.3	-1.6	/
44	CC(NS(=O)(=O)c1ccc(CCC(=O)NCc2ccco2)cc1)c1ccccc1 (stereo unspecified)	-3.6	3.3	-0.4	-0.5	4.5

#	D1 potentiator	TRHR PAM	D1 agonist	RXFP1 antag
37	-4.1	0.4	3.3	7.9
38	-0.5	-0.6	1.8	-1.1
39	-5.3	-2.3	2.9	-6.3
40	0.9	-4.6	0.7	4.1
41	6.2	0.0	-0.6	22.8
42	-0.2	3.5	1.5	-5.5
43	-0.4	-2.0	0.1	-3.9
44	-0.8	-2.0	2.3	/

Screening results (PubChem)
